HIF-2a block = HIF-2a inhibition; 0.72% of 360,000 active; inhibition, % at 18.8 µM; 786-0 RCC cells HIF-2a reporter, luciferase luminescence, overnight; AID 624352;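 active = inhibition of the luminescence signal of 40% or more relative to plate controls, in a single-dose primary screen at 18.75 µM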
TWEAK Fn14 block = inhibitors of TWEAK-Fn14 interaction signaling; TWEAK-stimulated Fn14 reporter cells, luciferase luminescence, 8 h; AID 1159606; 2% of 360,000 active; inhibition, % at 10 µM; in the data active = inhibition above about 50%
NR2E3 ag-1 = activates human NR2E3 receptor | Q9Y5X4 | CHO-S Gal4-NCOR/VP16-NR2E3 two-hybrid, luciferase | 0.35% of 360,000 active | AID 602229 | inhibition of corepressor binding, % at 3.98 µM;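 active = inhibition above the mean of all tested compounds plus 3 SD, cut at about 70% in these data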;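 also: 0% = DMSO with NR2E3 transfected cells and 100% = cells lacking NR2E3 construct; higher means lower luciferase signal from less NR2E3 corepressor binding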
Target sequence (Q9Y5X4 whole entry, looked up, the tested form may be a part): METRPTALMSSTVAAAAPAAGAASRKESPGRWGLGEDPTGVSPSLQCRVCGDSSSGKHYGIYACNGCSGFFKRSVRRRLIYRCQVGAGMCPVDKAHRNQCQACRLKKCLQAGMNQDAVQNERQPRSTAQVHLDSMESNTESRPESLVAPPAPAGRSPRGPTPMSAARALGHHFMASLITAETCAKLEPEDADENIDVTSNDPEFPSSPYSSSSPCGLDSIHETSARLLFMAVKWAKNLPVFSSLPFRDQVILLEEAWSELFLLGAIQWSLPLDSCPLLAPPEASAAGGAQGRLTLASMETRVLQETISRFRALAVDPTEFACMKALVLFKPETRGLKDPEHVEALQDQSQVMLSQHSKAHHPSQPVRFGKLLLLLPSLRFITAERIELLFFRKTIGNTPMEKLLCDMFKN
iPSC survival up = hiPSC single-cell survival enhancement. ATPlite luminescence; 100% = ROCK inhibitor wells, 0% = DMSO. AID 602274. 0.044% of 360,000 active. survival enhancement, % at 20 µM; in the data active = survival enhancement above about 18%;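 also: cells exposed to compounds for 16 hours before the ATP read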
KKLEB tox = counter-screen for CF NF-kB inhibitors: cytotoxicity. KKLEB CF airway cells viability, ATPlite luminescence, overnight; hits give low values; cells stimulated with P. aeruginosa culture filtrate. activity change (cytotoxicity), % at 5 µM. 0.36% of 360,000 active. AID 602141;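 active = corrected activity change at or below -50% at 5 µM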
Peg3 promoter = inhibitors of Peg3 promoter; AID 588405; HeLa PEG-Prom luciferase reporter, luminescence, overnight; inhibition, % at 20 µM; 1.7% of 360,000 active;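 active = inhibition of at least 50% at 20 µM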
aDG glyco up = increases alpha dystroglycan glycosylation | 0.22% of 360,000 active | Pro5-aDG cells, alpha-DG glycosylation AlphaScreen (IIH6); 0% Pro5, 100% B10-LARGE cell signal | activation, % at 10 µM | AID 624168;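 active = activation of at least 8% versus controls, or a plate z-score of at least 8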;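 also: Pro5 are CHO cells carrying HIG-tagged alpha-DG that lacks glycosylation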
Shn3 inh set2 = inhibitors of Schnurri-3 3'UTR reporter in osteoblasts; Clone20 osteoblast Shn3 3'UTR firefly luciferase, 24 h; inhibition, % at 12.5 µM; 0.52% of 360,000 active; AID 588674;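 active = mean inhibition of at least 75% with every replicate also reaching 75%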;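 also: 0% = median of neutral control wells and 100% = pilot-screen positive control compound; some compounds past the cut are filed as inactive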
NR2E3 ag-2 = NR2E3 (human) agonism; GST-NR2E3/biotin-RetCOR TR-FRET, 1536-well; inhibition of corepressor binding, % at 4.78 µM; 0.12% of 320,000 active; AID 2300;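 active = percent inhibition above the cutoff of mean plus 3 SD of all tested compounds, set per screening campaign, cut at about 20% in these data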;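 also: 0% = DMSO wells and 100% = biotin wells as full block of FRET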
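System: GST-tagged NR2E3 plus biotinylated RetCOR corepressor; Amount: 1.35 nM GST-tagged NR2E3 final; Dosing: single nominal compound dose of 4.8 µM; Schedule: 5 h incubation at 4 °C; Technique: TR-FRET with europium anti-GST and streptavidin-D2, 340 nm excitation; Controls: biotin wells as high control, 0.6% DMSO wells as low control.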
CF NFkB inh = cystic fibrosis NF-kB activation inhibition; 0.86% of 360,000 active; KKLEB NF-kB-GFP reporter, PAF-induced, GFP fluorescence overnight; AID 588850; inhibition, % at 5 µM;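 active = at least 50% inhibition at 5 µM, scaled per plate between neutral and stimulator controls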;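 also: PAF is a Pseudomonas aeruginosa culture filtrate used as stimulus; plate controls were PAF-stimulated DMSO wells for no effect and unstimulated DMSO wells for full effect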
TRPM1 prom inh = reduces MITF-dependent TRPM1 promoter luciferase signal. SK-MEL-5 TRPM1 promoter luciferase, 24 h. inhibition, % at 12.5 µM. 0.83% of 330,000 active. AID 488899;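 active = mean inhibition across replicates of 60% or more, whatever share of single replicates reaches that level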; also: values of inactives mirror those of a sister screen read the other way
Starred values were filed as active, the others as inactive; nt = not tested or not shown.

1: COc1cc(-c2nc(-c3ccccc3)c(-c3cccs3)[nH]2)cc(OC)c1OC
2: CNC(=O)C1=C(C)NC(=S)NC1c1cc2c(cc1OC)CCCC2 (centres undefined)
3: COc1cc2[nH]c(C(=O)N3CCC(Cc4ccccc4)CC3)cc2c(OC)c1OC
4: CC1CC(=O)N(CC(=O)Nc2cccc(Cl)c2)c2ccccc2S1(=O)=O (centres undefined)
5: O=C(c1ccc(Cl)c(S(=O)(=O)N2CCCC2)c1)N1CCN(c2ccccn2)CC1
6: COc1cc(C(=O)Nc2cccc(-n3cnnn3)c2)cc(Cl)c1OC
7: CNc1ncc(-c2nnnn2-c2ccccc2)c(-c2ccccc2)n1
8: O=C(CNC(=S)N(CCCN1CCOCC1)Cc1cccs1)NCc1ccc(Cl)cc1

Screen / compound no.	1	2	3	4	5	6	7	8
Shn3 inh set2	19	-7	3	9	-8	20	21	11
KKLEB tox	9	-6	-6	-6	-2	1	-2	16
aDG glyco up	0.1	-0.2	0.0	0.2	0.1	0.2	-0.2	-0.2
iPSC survival up	-0.8	-1.5	0.0	-0.5	-0.4	1.6	0.1	-0.3
TRPM1 prom inh	-7	-1	6	-18	3	6	3	11
TWEAK Fn14 block	66*	27	-6	-12	3	10	13	16
NR2E3 ag-1	-7	-10	-19	-15	8	-15	-32	20
NR2E3 ag-2	1	-1	3	5	-1	4	-1	-2
CF NFkB inh	-58	6	21	-14	4	-18	10	-5
Peg3 promoter	-3	18	-4	21	11	-10	22	9
HIF-2a block	3	18	1	14	10	-8	23	9

9: NC(=O)C1=C[C@@H](c2coc3ccccc3c2=O)C[C@@H](OCCCCO)O1
10: Cc1cccc(CSC2=CS(=O)(=O)c3ccccc3N2)c1
11: CCOCCc1nnc(NC(=O)Cc2ccc(Br)cc2)s1
12: O=C(O)c1c[nH]c(=O)c2ccccc12
13: CCOC(=O)CNC(=O)CSc1nc(-c2ccc(OC)cc2)ns1
14: Cc1cccc2nc(CSc3nc4ccccc4o3)cn12
15: NC(=O)c1ccccc1NC(=O)c1ccccc1F
16: O=C(Nc1ncc([N+](=O)[O-])s1)c1ccccc1Br

Screen / compound no.	9	10	11	12	13	14	15	16
Shn3 inh set2	-11	1	-14	14	-20	-17	-13	-3
KKLEB tox	13	13	-1	-12	2	9	1	-4
aDG glyco up	0.0	1.1	-0.1	-0.4	-0.2	0.2	0.0	0.2
iPSC survival up	1.1	2.9	-1.3	1.1	-0.4	-1.1	4.9	-0.4
TRPM1 prom inh	-7	4	-4	20	-37	-35	-13	-32
TWEAK Fn14 block	-4	6	-3	3	-21	-21	8	12
NR2E3 ag-1	15	-27	-8	-2	6	-27	7	-88
NR2E3 ag-2	2	-2	3	2	-1	-2	0	4
CF NFkB inh	-10	-7	6	6	2	-16	-13	37
Peg3 promoter	3	24	3	7	-8	-102	-7	-158
HIF-2a block	8	1	16	14	17	-118	-50	-212

17: CN(C)C1C(=O)c2ccccc2C1=O
18: COCCn1c(CCc2ccccc2)n[nH]c1=S
19: COc1ccc(OC)c(S(=O)(=O)NC2CC(=O)N(c3cccc(F)c3)C2)c1 (centres undefined)
20: Cc1c(NS(=O)(=O)c2cccc(C(=O)NCc3ccccc3Cl)c2)c(=O)n(-c2ccccc2)n1C
21: CCN(C(=O)COC(=O)CNC(=O)C12CC3CC(CC(C3)C1)C2)C1CCS(=O)(=O)C1 (centres undefined)
22: C=CCNCCCOc1ccc(Cl)cc1C(C)(C)C
23: CCC(c1nnnn1C1CCCC1)N1CCC(C(N)=O)CC1 (centres undefined)
24: Cc1c(CCCC(=O)O)sc(N)c1C(=O)c1cccc(C(F)(F)F)c1

Screen / compound no.	17	18	19	20	21	22	23	24
Shn3 inh set2	0	-28	-37	4	-1	12	-8	21
KKLEB tox	9	10	8	5	-3	-8	14	13
aDG glyco up	0.1	0.1	0.1	-0.4	-0.4	2.2	-0.5	-0.1
iPSC survival up	-1.1	0.1	0.3	0.5	-1.2	-5.8	-0.2	-2.0
TRPM1 prom inh	1	6	-2	10	1	-18	9	-16
TWEAK Fn14 block	0	-6	3	7	-4	-7	-21	-9
NR2E3 ag-1	-11	-25	-15	-12	-20	-24	-20	24
NR2E3 ag-2	1	-1	0	nt	-3	-2	-5	1
CF NFkB inh	-11	4	1	1	-7	21	-15	-24
Peg3 promoter	0	5	2	-1	-2	4	16	-6
HIF-2a block	14	11	4	10	11	-15	11	7

25: C#CCN(C[C@H]1[C@H](OC(=O)NC2CC2)[C@H](OC(=O)NC2CC2)C[C@@H](C(=O)OC)[C@H]1C(=O)OC)S(=O)(=O)c1ccc(C)cc1
26: O=c1[nH]c(=S)[nH]nc1Cc1ccccc1
27: Oc1ccc(Br)cc1CNc1ccccn1
28: CCN(Cc1nc(-c2cccc(C)c2)no1)C(=O)c1ccc2c(c1)OCO2
29: O=C(O)CCCC(=O)N(Cc1ccccc1)Cc1ccccc1
30: C/C(=N\NC(=O)c1cccc(Br)c1)c1cccc(NC(=O)c2ccc(C)o2)c1
31: CC(C)Oc1ccc(C(=O)N2CCCc3ccccc32)cc1
32: COc1cc(C(CCN2CCCCC2)c2c(OC)cc(OC)c3c(C)cc(=O)oc23)cc(OC)c1OC (centres undefined)

Screen / compound no.	25	26	27	28	29	30	31	32
Shn3 inh set2	-6	-16	-23	-10	-8	-6	-14	-4
KKLEB tox	-13	2	-7	16	-8	12	-2	-12
aDG glyco up	0.0	0.1	0.0	0.1	-0.1	-0.1	0.0	0.4
iPSC survival up	-1.3	0.9	-0.6	-0.2	1.9	-3.3	6.5	-2.2
TRPM1 prom inh	nt	0	-10	-8	1	0	-15	-14
TWEAK Fn14 block	-17	-7	-28	17	0	-37	-36	-2
NR2E3 ag-1	-38	1	-8	0	-24	-35	-7	-25
NR2E3 ag-2	nt	1	0	-2	-3	-1	2	-2
CF NFkB inh	-8	-10	1	-22	11	-23	19	6
Peg3 promoter	9	4	-64	-2	-3	-3	-37	-19
HIF-2a block	0	23	-40	-12	10	-57	-67	10

Rewritten bar-delimited: two of the compounds above
nr | molecule | Shn3 inh set2 | KKLEB tox | aDG glyco up | iPSC survival up | TRPM1 prom inh | TWEAK Fn14 block | NR2E3 ag-1 | NR2E3 ag-2 | CF NFkB inh | Peg3 promoter | HIF-2a block
11 | CCOCCc1nnc(NC(=O)Cc2ccc(Br)cc2)s1 | -14 | -1 | -0.1 | -1.3 | -4 | -3 | -8 | 3 | 6 | 3 | 16
12 | O=C(O)c1c[nH]c(=O)c2ccccc12 | 14 | -12 | -0.4 | 1.1 | 20 | 3 | -2 | 2 | 6 | 7 | 14

Further compounds
33: CN(CC(=O)Nc1cccc(F)c1)C(=O)c1cc([N+](=O)[O-])ccc1N1CCOCC1
34: CCN1CCc2nc3sc(C(=O)N4CCc5ccccc5C4)c(N)c3cc2C1
35: Cc1ccc(NC(=O)C2CCCN2S(=O)(=O)c2cccc3cccnc23)c(C)c1 (centres undefined)
36: COc1ccc(OC)c(C(=O)Cn2nnc3ccccc3c2=O)c1
37: Cc1c(C(=O)N2CCc3ccccc3C2)oc2ccc(S(=O)(=O)N3CCCCCC3)cc12
38: C=CCOC(=O)C1=C(C)NC2(O)c3ccccc3C(=O)C12O (centres undefined)
39: N#Cc1ccc(NC(=S)NC(=O)C2CCCCC2)cc1
40: CC1(C)Cc2c(oc3ncn4ncnc4c23)CO1

Screen / compound no.	33	34	35	36	37	38	39	40
Shn3 inh set2	-21	15	81	10	36	13	-6	6
KKLEB tox	7	16	-7	-8	-8	2	7	0
aDG glyco up	-0.1	0.2	0.8	-0.1	-0.2	-0.1	0.1	-0.2
iPSC survival up	-0.3	0.4	-0.5	1.2	-0.7	-2.6	10	-0.6
TRPM1 prom inh	-5	-11	0	5	5	4	-10	12
TWEAK Fn14 block	1	21	-3	-3	5	-18	-7	16
NR2E3 ag-1	19	-36	3	0	19	7	-13	-1
NR2E3 ag-2	-2	-3	-1	2	1	-2	nt	0
CF NFkB inh	-10	-29	10	4	4	10	-5	-10
Peg3 promoter	-3	-10	15	14	13	4	-75	11
HIF-2a block	8	-9	23	9	23	7	-49	16

41: O=C(CCC(=O)N1CCN(S(=O)(=O)c2ccccc2Cl)CC1)c1ccccc1
42: Cc1ccc(NC(=O)Nc2cc(C(F)(F)F)c[nH]c2=O)cc1
43: CCN(CC)S(=O)(=O)c1cccc(C(=O)Nc2sc3c(c2C(N)=O)CCCC3)c1
44: O=C(Nc1ccccc1)C1=C(O)CC(c2ccc(Cl)cc2)N2CCN=C12 (centres undefined)
45: Cc1ccc(NC(=O)c2oc3ccc(Br)cc3c2C)cc1S(=O)(=O)N1CCOCC1
46: COc1ccc(C(=O)Nc2ccc(Cl)cn2)cc1S(=O)(=O)N1CCCC1
47: CC(C)=CCC[C@H](C)C[C@@H]1Cc2[nH][nH]c(=O)c2[C@@H](c2ccc(F)cc2)O1
48: CCC1(C)NC(=O)N(CC(=O)N2CCN(c3cccc(Cl)c3)CC2)C1=O (centres undefined)
49: Cn1c(NCc2ccccc2Cl)nc2ccccc21

Screen / compound no.	41	42	43	44	45	46	47	48	49
Shn3 inh set2	4	23	-18	14	12	3	nt	7	-38
KKLEB tox	10	4	-15	7	7	8	nt	8	-12
aDG glyco up	-0.1	-0.1	-0.3	0.3	0.3	0.2	-0.2	0.1	-0.1
iPSC survival up	-0.5	0.7	0.4	-1.1	0.8	0.0	-0.7	-0.4	-1.3
TRPM1 prom inh	-5	4	1	3	-4	-16	nt	7	-71
TWEAK Fn14 block	0	1	-19	-5	-42	3	-2	6	-7
NR2E3 ag-1	28	-21	8	-14	6	-4	9	2	-98
NR2E3 ag-2	nt	4	3	-1	nt	1	nt	1	-4
CF NFkB inh	3	42	14	-42	17	-4	nt	9	-24
Peg3 promoter	0	-3	-2	-53	1	1	nt	9	-276
HIF-2a block	4	-24	2	-105	6	-39	7	1	-288
